# Compound activity: PubChem, several laboratories
# M5 antag: antagonists of human muscarinic M5 receptor (CHRM5); P08912; CHO-hM5 cells, Fluo-8 calcium fluorescence, ACh EC80; inhibition, % at 3 µM; 360,000 compounds, 0.59% hits; AID 624040;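 active = inhibition above a per-plate cutoff, the mean of that plate's test compounds plus 3 SD, cut at about 27% in these data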;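 note: 0% = acetylcholine EC80 with DMSO and 100% = DMSO without agonist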
# Target sequence (P08912 whole entry, looked up): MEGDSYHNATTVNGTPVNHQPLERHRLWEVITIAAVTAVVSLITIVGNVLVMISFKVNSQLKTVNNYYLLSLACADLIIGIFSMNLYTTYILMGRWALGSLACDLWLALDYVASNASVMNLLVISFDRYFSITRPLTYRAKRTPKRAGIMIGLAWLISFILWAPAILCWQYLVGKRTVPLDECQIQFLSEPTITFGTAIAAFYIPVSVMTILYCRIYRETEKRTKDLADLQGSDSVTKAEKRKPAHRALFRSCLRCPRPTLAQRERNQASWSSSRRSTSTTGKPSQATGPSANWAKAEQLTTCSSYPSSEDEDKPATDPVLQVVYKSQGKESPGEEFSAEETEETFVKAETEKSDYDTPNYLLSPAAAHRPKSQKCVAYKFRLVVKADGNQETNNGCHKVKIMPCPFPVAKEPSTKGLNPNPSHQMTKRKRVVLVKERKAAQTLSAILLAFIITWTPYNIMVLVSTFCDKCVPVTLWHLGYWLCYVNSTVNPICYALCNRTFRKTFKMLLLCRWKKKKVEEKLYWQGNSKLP
# M4 ag: agonists of human muscarinic M4 receptor (CHRM4); P08173; activation, % at 3 µM; AID 624127; 360,000 compounds, 0.14% hits; CHO-K1 hM4/Gqi5, Fluo-8 calcium fluorescence; vehicle 0%, full acetylcholine response 100%;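 active = activation above the run mean over all test wells plus 3 SD, cut at about 32% in these data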;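 note: peak over basal fluorescence ratio per well then scaled between controls; 0% = DMSO wells and 100% = acetylcholine at EC100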
# Target sequence (P08173 whole entry, looked up): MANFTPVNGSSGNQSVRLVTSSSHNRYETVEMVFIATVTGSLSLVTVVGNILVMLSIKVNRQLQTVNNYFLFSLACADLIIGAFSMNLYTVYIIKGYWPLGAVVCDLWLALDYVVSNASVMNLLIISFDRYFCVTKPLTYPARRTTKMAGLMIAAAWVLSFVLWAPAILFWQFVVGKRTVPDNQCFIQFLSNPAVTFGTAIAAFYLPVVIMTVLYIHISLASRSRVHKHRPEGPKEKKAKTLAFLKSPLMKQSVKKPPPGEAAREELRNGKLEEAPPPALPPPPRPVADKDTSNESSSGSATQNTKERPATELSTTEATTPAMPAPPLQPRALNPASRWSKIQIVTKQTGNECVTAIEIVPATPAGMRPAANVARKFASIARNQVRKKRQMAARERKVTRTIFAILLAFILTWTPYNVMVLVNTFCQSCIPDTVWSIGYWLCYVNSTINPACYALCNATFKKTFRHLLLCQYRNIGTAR
# CRFR2-BP antag: blocks CRF-induced signaling of the CRF-BP/CRF-R2 complex | HEK293 CRF-R2/CRF-BP, CRF-induced calcium fluorescence | inhibition, % at 11.8 µM | 350,000 compounds, 0.59% hits | AID 588475;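 active = inhibition of the ligand-induced calcium signal above about 50% at the single tested concentration, limit read from the data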
# CHRM4 antagonist: antagonists of human muscarinic M4 receptor (CHRM4); 360,000 compounds, 0.73% hits; P08173; CHO-hM4 cells, ACh EC80, Fluo-8 calcium fluorescence; AID 624125; inhibition, % at 3 µM;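 active = inhibition above its plate's cutoff, the mean inhibition of sample wells plus 3 SD, cut at about 27% in these data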;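 note: 0% = acetylcholine EC80 with DMSO and 100% = DMSO without agonist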
# CRFR2-BP ag: agonists of human CRF-binding protein/CRF-R2 receptor complex | HEK293 CRF-R2/CRF-BP, calcium dye fluorescence (FLIPR); percent of saturating CRF peptide response | activation, % at 13.2 µM | 350,000 compounds, 0.46% hits | AID 588473;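 active = activation of at least 50%, plus an integration ratio under a set limit after plate pattern correction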;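 note: plate controls were neutral control wells without compound for no effect and CRF at EC100 for full effect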
# M5 PAM: positive allosteric modulators of human muscarinic M5 receptor. P08912. CHO-K1 hM5, Fluo-8 calcium, ACh EC20 PAM; 0% = ACh EC20, 100% = ACh EC100. activation, % at 3 µM. 360,000 compounds, 0.3% hits;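 active = activation above the run cutoff, the mean activation of all test compounds plus 3 SD, cut at about 18% in these data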
#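 Assay system: CHO-K1 hM5 cells. Also added: acetylcholine at EC20 concentration, added after compound. Dosing: 3 µM, single dose. Times: compound preincubation 140 s before EC20 acetylcholine addition. Signal: Fluo-8 calcium fluorescence. Measure: % activation relative to EC20 and EC100 ACh responses. Repeats: singlicate, one well per test compound.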
# M4 PAM: potentiates acetylcholine response at human M4 receptor; P08173; CHO-K1 hM4/Gqi5, Fluo-8 calcium fluorescence, ACh EC20; 0% = ACh EC20, 100% = maximal ACh; activation, % at 3 µM; 360,000 compounds, 0.4% hits; AID 624126;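 active = activation above its plate's cutoff, the mean activation of sample wells plus 3 SD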; note: some results filed as inactive read as strong as hits
# IDE inh: inhibitors of human insulin-degrading enzyme in cells. HEK cells, FAbetaB cleavage, fluorescence polarization. 320,000 compounds, 0.41% hits. inhibition, % at 5.59 µM. AID 434962;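 active = percent inhibition above the average of all tested compounds plus 3 SD, set per screening campaign, cut at about 16% in these data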;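 note: IDE supplied by intact live HEK cells; FP after avidin binding of uncleaved biotin substrate so inhibition keeps polarization high; 0% = DMSO wells and 100% = 60 µM reference IDE inhibitor Ii1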
# CHRM5 agonist: agonists of human muscarinic M5 receptor (CHRM5) | 360,000 compounds, 0.19% hits | CHO-K1 hM5 cells, Fluo-8 calcium fluorescence; 0% DMSO wells, 100% maximal acetylcholine response | activation, % at 3 µM | P08912;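 active = activation above the run's mean over test compounds plus 3 SD, cut at about 23% in these data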;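 note: signal is peak over basal fluorescence ratio across the kinetic read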
# Numbers without * were called inactive; / = not tested or not shown. An unsorted share of the library; any-hit rate near 2.9%.
SMILES,M5 antag,M4 ag,CRFR2-BP antag,CHRM4 antagonist,CRFR2-BP ag,M5 PAM,M4 PAM,IDE inh,CHRM5 agonist
Cc1ccccc1C(=O)NC1CC2CCCC(C1)N2Cc1ccc(Cl)cc1 (stereo unspecified),0,0,3,15,-0.8,-8,-13,5,-22
c1ccc2c(c1)NC1(CCCCC1)n1c-2nc2ccccc21,-2,1,-15,6,-0.1,1,19,-1,1
Cc1cc(C(=O)Nc2ccc(Br)cc2)c2ccccc2n1,5,3,15,10,2.6,-2,0,6,2
COc1cc(-c2nnc(CSc3nnc4nc(C)cc(C)n34)o2)cc(OC)c1OC,-6,0,-2,6,-1.3,7,-3,5,2
O=C(COc1ccccc1)N1CCN(c2nnc(-c3ccccc3)c3ccccc23)CC1,0,2,20,-8,-6.0,1,-7,9,-2
CNC(=S)NC1CC2CCCC(C1)N2Cc1ccccc1OC (stereo unspecified),3,1,-3,-4,-0.5,2,-4,-3,-7
COCCNC(=O)C(c1ccc(C)cc1)N(CCOC)C(=O)CCC(=O)Nc1ccccn1 (stereo unspecified),-4,1,11,-2,0.6,11,3,1,2
COC(=O)c1sc(S(=O)(=O)NC(Cc2ccccc2)C(=O)O)c(C(=O)OC)c1C (stereo unspecified),12,1,2,7,-0.4,3,1,3,0
COC(=O)c1nc2cc3c(cc2c(C)c1C(=O)OC)OCO3,-5,0,-20,-5,1.9,1,-2,-8,1
CN(C)c1ccc(/C(=N\O)c2ccccc2)cc1,-2,2,61*,7,-0.4,-2,-11,-4,-2
Cc1cc(NC(=O)C2CCCCC2)ncc1NC(=O)c1ccccn1,1,6,1,-18,3.5,-7,-1,-1,-1
O=C(Nc1cc(Cl)ccc1-n1cncn1)c1ccc(Br)o1,-7,1,4,8,0.4,4,5,2,-5
Cc1ccc(NC(=O)CC(=O)Nc2ccc(C)cc2C)c(C)c1,-5,1,-19,-5,1.0,0,3,-1,-2
CC(=O)Nc1ccc(NC(=O)c2c([N+](=O)[O-])c(C(C)(C)C)nn2C)cc1,-7,5,3,-1,-1.7,-5,-11,15,6
O=C(Nc1ccc2c(c1)CCC2)c1ccc(F)c(S(=O)(=O)N2CCOCC2)c1,7,5,-30,-1,-0.5,-8,6,-3,0
Cc1c(C(=O)Nc2ccncc2)oc2ccccc12,0,9,-4,0,0.3,2,6,1,4
O=C(NC(CC(=O)N1CCN(c2ccccc2O)CC1)c1ccccc1)c1ccccc1Cl (stereo unspecified),3,8,1,0,-2.6,-15,15,-1,1
COc1ccc2[nH]c(C)c(CCNC(=S)Nc3cccc(C)c3)c2c1,4,2,0,-10,0.2,0,-4,-2,-1
COC(=O)c1sc2nc(SCc3cccc(F)c3)n(N)c(=O)c2c1C,0,1,-5,-2,0.3,-2,-5,5,-2
Cc1ccc(S(=O)(=O)Cn2nnnc2C(CC(C)C)N2CCC(C(N)=O)CC2)cc1 (stereo unspecified),16,8,1,-9,0.4,-5,-4,-1,-2
O=C(NN1CCN(Cc2ccccc2)CC1)c1ccc(Cl)cc1,3,1,1,-2,-0.7,0,2,4,-3
COc1ccccc1C(=O)NCCc1nc2ccccc2n1C,7,4,-15,-10,5.7,9,9,0,-4
CC(C)N=C(N)N=C(N)Nc1ccc(Cl)cc1,-4,0,-19,-11,2.1,-5,-4,8,-1
C=CCN(CC=C)Cc1cc(=O)oc2cc(C)c(C)cc12,-9,-1,/,-17,/,-5,13,/,-2
O=C(COc1cccc2ccccc12)NNC(=O)CSCCO,-3,2,-16,-1,2.2,5,13,4,-3
S=C(Nc1ccc(Cl)c(Cl)c1)N1CCCC1,0,3,15,-1,2.8,-3,1,1,-2
CN1C(=O)c2cccc(NC(=O)CCc3ccccc3)c2C1=O,-1,5,14,-3,-0.3,-2,12,2,3
Cc1ccc(NC(=O)c2cccnc2)cc1S(=O)(=O)N1CCOCC1,1,1,2,-4,-0.6,1,2,0,-3
O=C(NCCCN1CCOCC1)c1ccc2c(=O)n(-c3ccc(F)c(Cl)c3)c(=S)[nH]c2c1,10,1,-2,5,1.2,1,-2,2,-2
O=C(Nc1ccccc1)C1=C[C@H](c2ccccc2)C[C@H](OCc2ccc(CO)cc2)O1,6,2,-4,-1,0.2,-7,7,0,5
O=C(CCN1CCc2ccccc2C1)Nc1ccccc1,-4,1,-16,-14,-1.8,35*,6,-5,-6
CSCC[C@H](NC(=O)OCc1ccccc1)C(=O)O,-9,2,-8,-14,0.6,8,11,1,-4
CC(C)c1cccc(C(C)C)c1NC(=O)CCN1C(=O)NC2(CCCC2)C1=O,11,0,19,11,0.3,2,3,-1,1
COC(=O)c1ccccc1NC(=O)CN1C(=O)c2ccccc2S1(=O)=O,0,1,-1,6,0.4,-4,2,8,-1
CCc1nc2ccc(C(=O)NCc3ccc(OC)cc3)cn2c1N(CCC(C)C)CCN(C)C,4,3,/,-8,/,-4,-2,/,-1
Cc1ccc(C(=O)NCCNC(=O)c2cccnc2)cc1,3,0,11,1,1.6,6,6,2,-4
CCOC(=O)CN(C(=O)CSc1nnc(CNc2ccc(C)cc2C)o1)c1ccccc1,6,0,-2,6,-0.1,0,3,5,-1
CCOC(=O)c1sc(SC)nc1N,6,1,-2,12,1.0,1,-5,2,0
CC1Cc2nc(SCC(=O)N3CCCCC3)n(C)c(=O)c2S1 (stereo unspecified),7,-1,-1,4,7.3,-1,1,/,1
COc1ccccc1Nc1nc(N)nc(CSc2nncn2C)n1,5,1,6,-8,-0.2,4,6,1,-2
Cn1c(=O)c2cc(NC(=O)c3ccccc3Cl)c(=O)oc2n(C)c1=O,9,3,4,-7,-0.2,-6,2,7,1
COC(=O)c1ccc(Cl)c(NC(=O)NC23CC4CC(CC(C4)C2)C3)c1,6,-1,-12,9,-1.1,-19,1,5,-10
Cc1ccn2cc(-c3cccc(NC(=O)c4ccccc4)c3)nc2c1,-4,6,12,3,-0.7,-1,-5,4,-2
CN(C)c1ccc(/C=N/NC(=O)c2ccc3nc[nH]c3c2)cc1,9,9,2,9,-1.5,-14,-25,1,4
CC1CCN(S(=O)(=O)c2ccc(NC(=O)CN3CCCC3)cc2)CC1,8,3,-6,-4,0.1,0,-1,-2,-4
COc1ccc(CCNC(=O)C(=O)c2cn(CC(=O)N3CCCC3)c3ccccc23)cc1,1,4,-2,-6,0.1,-1,1,/,1
CCOc1ccc(S(=O)(=O)NCCC(=O)N2CCCN(C)CC2)cc1,10,0,-2,10,2.7,-1,5,6,-4
Cn1nccc1NC(=O)Nc1ccc(OC(F)(F)F)cc1,14,9,-9,7,-0.8,-15,-10,-4,4
CCOC(=O)N1CCC(N2C(=O)c3ccccc3C2Nc2cc(OC)c(OC)c(OC)c2)CC1 (stereo unspecified),3,1,24,-2,1.7,-1,1,3,1
CSc1ccccc1OCc1cc(C(=O)N2CCc3c(Cl)cccc3C2)no1,-5,0,-1,8,5.0,8,-5,1,-1

# One compound at a time, from the list above. Order of screens: M5 antag	M4 ag	CRFR2-BP antag	CHRM4 antagonist	CRFR2-BP ag	M5 PAM	M4 PAM	IDE inh	CHRM5 agonist
# Results for COC(=O)c1ccc(Cl)c(NC(=O)NC23CC4CC(CC(C4)C2)C3)c1 = 6	-1	-12	9	-1.1	-19	1	5	-10
# Results for CCOC(=O)N1CCC(N2C(=O)c3ccccc3C2Nc2cc(OC)c(OC)c(OC)c2)CC1 (stereo unspecified) = 3	1	24	-2	1.7	-1	1	3	1
# Results for Cn1c(=O)c2cc(NC(=O)c3ccccc3Cl)c(=O)oc2n(C)c1=O = 9	3	4	-7	-0.2	-6	2	7	1

# Limited to M4 PAM, M5 PAM and CRFR2-BP ag, for two of the compounds above:
Molecule | M4 PAM | M5 PAM | CRFR2-BP ag
CCOc1ccc(S(=O)(=O)NCCC(=O)N2CCCN(C)CC2)cc1 | 5 | -1 | 2.7
Cn1nccc1NC(=O)Nc1ccc(OC(F)(F)F)cc1 | -10 | -15 | -0.8

# Continued.
SMILES,M5 antag,M4 ag,CRFR2-BP antag,CHRM4 antagonist,CRFR2-BP ag,M5 PAM,M4 PAM,IDE inh,CHRM5 agonist
c1ccc(Cn2nnnc2CN2CCOCC2)cc1,2,1,-3,-2,0.3,6,7,-5,-6
CC1(C)C(C=C(Cl)Cl)C1C(=O)Nc1ccc(S(=O)(=O)Nc2ncccn2)cc1 (stereo unspecified),14,1,-4,-8,-0.2,-1,4,-1,-5
CC(=O)Nc1ccc(S(=O)(=O)N(C)c2ccc(OCC(=O)OCC(=O)NCc3ccco3)cc2)cc1,3,3,13,6,-0.6,-6,10,-9,2
Cc1ccc(CN(C)C(=O)c2cc(Br)c(Br)s2)o1,11,0,-8,7,-0.5,2,-2,-5,-1
CC(=O)c1cc2c(cc1N/C(=N/S(=O)(=O)c1ccc(C)cc1)c1ccc(Cl)cc1)OCO2,-1,1,2,2,-2.0,1,3,4,-1
O=C(Nc1cccc(Cl)c1)N1CCCC1,-3,1,-3,-14,0.8,0,9,8,-1
C[C@@H](C(=O)NCCc1ccccc1)N1C(=O)N2CCc3c([nH]c4ccccc34)[C@@]2(C)C1=O,0,5,-9,-3,2.4,1,-2,6,3
CCn1c(SCC(=O)NCCOc2ccccc2)nc2ccccc2c1=O,2,2,0,9,-0.9,-6,2,-1,-3
COc1ccccc1N(C)S(=O)(=O)c1ccc(Cl)c(C(=O)OCc2c(C)noc2C)c1,7,10,29,-17,20,-13,-15,4,-4
CS(=O)(=O)N(CC(=O)N1CCN(Cc2ccccc2)CC1)c1ccc2c(c1)OCCO2,-5,1,-26,1,0.9,-2,6,4,2
Cc1ccccc1NC(=S)NCC1CCC(CNC(=S)Nc2ccccc2C)CC1 (stereo unspecified),16,10,29,-1,-2.3,-8,-17,7,5
COc1cccc(CN2CCN(C(=O)c3cccc4ccccc34)CC2)c1,3,2,-2,3,-0.3,4,0,-4,2
O=S(=O)(c1cccc(NC(=S)N2CCN(c3ccc(F)cc3)CC2)c1)C(F)F,16,9,-32,0,-0.4,-9,-7,14,0
COc1ccccc1N=c1oc2cc(O)ccc2cc1C(N)=O,2,6,2,-9,19,-7,10,12,8
CCOC(=O)c1cn[nH]c1N,-6,0,24,-1,1.1,-3,6,2,-1
COc1ccc(Cl)cc1NC(=S)N(CCCN1CCOCC1)Cc1cn(C)c2ccccc12,5,4,-7,4,-1.8,-2,-2,7,-1
O=C(c1ccc(S(=O)(=O)Cc2cc(F)ccc2F)c([N+](=O)[O-])c1)N1CCCC1,3,3,-6,5,3.1,1,6,4,0
O=C(Nc1cccn(Cc2c(Cl)cccc2Cl)c1=O)c1c(Cl)cccc1Cl,9,-1,52*,19,1.8,-7,-15,-3,-4
CCCCc1c(C)[nH]c(C(=O)OCC)c1C,-3,-1,-12,4,-0.5,12,-4,3,-1
Cc1ccccc1-n1c(SCc2c(C)noc2C)nnc1-c1c[nH]c2ccccc12,6,3,14,-5,-1.3,-5,-5,4,-3
C=CCNC(=O)c1cc2sccc2n1C,3,0,7,0,-7.4,1,-7,6,0
CC(C)CNC(=O)COC(=O)/C=C/c1ccccc1[N+](=O)[O-],-5,2,2,-6,0.9,-4,-1,1,1
Cc1ccc(Cl)c(NC(=O)COC(=O)c2nn(-c3ccccc3)cc2O)c1Cl,10,1,3,0,-2.5,0,1,0,-5
O=C(NCc1ccccc1)C(=O)NCC1OCCN1C(=O)c1ccc(Cl)cc1 (stereo unspecified),3,0,5,1,-2.6,7,-3,-2,-3
